# CIT2-GFP yeast = yeast TOR pathway CIT2-GFP modulation; S. cerevisiae CIT2-GFP strain, flow cytometry, 3 h; 100 means same as DMSO wells; GFP response vs DMSO, % at 10 µM; hit rate 0.065% among 320,000;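 active = GFP response relative to DMSO above a set limit, near the screen mean plus 3 SD, cut at about 150% in these data; inconclusive = Fewer than 70 cells measured for a yeast strain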;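 also: ratio of well median GFP fluorescence to mean of DMSO wells on the plate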
# procasp7 counter = counter-screen: procaspase-7 (human) activation; P55210; recombinant procaspase-7, Ac-DEVD-pNA absorbance 405 nm; D23A/D198A/D206A triple mutant, cannot self-cleave; scale: DMSO 0, 5 µM enzyme 100; activation, % at 8.5 µM; hit rate 0.093% among 330,000;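 active = percent activation above the screen-wide mean plus 3 SD, cut at about 25% in these data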
# Target sequence (P55210 whole entry D23A/D198A/D206A): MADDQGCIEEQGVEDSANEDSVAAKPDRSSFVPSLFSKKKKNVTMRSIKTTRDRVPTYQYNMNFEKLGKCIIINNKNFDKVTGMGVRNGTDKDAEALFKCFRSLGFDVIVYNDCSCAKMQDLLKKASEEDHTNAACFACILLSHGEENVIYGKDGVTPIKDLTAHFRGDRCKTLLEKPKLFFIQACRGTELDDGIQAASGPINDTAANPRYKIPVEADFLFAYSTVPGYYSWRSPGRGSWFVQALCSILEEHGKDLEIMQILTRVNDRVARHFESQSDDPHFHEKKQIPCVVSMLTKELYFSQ
#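 Assay system: Uncleavable procaspase-7 mutant enzyme / Input: 2 µM procaspase-7 mutant as dispensed / Dosing: single nominal 8.5 µM compound dose, 0.8% DMSO final / Timing: 1 h enzyme–compound preincubation and 2 h substrate reaction, both 25 °C / Detection: p-Nitroaniline absorbance at 405 nm, read at 0 and 120 min / Replication: singlicate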
# AGP1-GFP MLPCN = yeast TOR pathway AGP1-GFP modulation. hit rate 0.02% among 320,000. GFP response vs DMSO, % at 10 µM. AID 2066. S. cerevisiae AGP1-GFP multiplex flow cytometry, 3 h; GFP as percent of DMSO wells;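 active = GFP response relative to DMSO above a set limit, near screen average plus 3 SD, cut at about 150% in these data; inconclusive = fewer than 70 cells counted for the yeast strain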;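 also: median GFP channel fluorescence of the gated AGP1 strain per well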
# AHR activator = activators of human aryl hydrocarbon receptor; AHR-responsive luciferase reporter cells, luminescence; activation, % at 5 µM; hit rate 2.5% among 320,000; AID 2796; in the data active = activation above about 47%;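 also: 0% = vehicle wells and 100% = reference agonist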
# procasp3 activ = procaspase-3 (human) activation. recombinant procaspase-3 D3A, Ac-DEVD-pNA absorbance 405 nm. activation, % at 8.5 µM. hit rate 0.11% among 330,000. AID 463141;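 active = activation above the mean of all tested compounds plus 3 SD, cut at about 21% in these data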;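 also: 0% = DMSO alone and 100% = DMSO wells spiked with extra 5 µM PC-3 D3A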
# Target sequence (P42574 whole entry D9A/D28A/D175A): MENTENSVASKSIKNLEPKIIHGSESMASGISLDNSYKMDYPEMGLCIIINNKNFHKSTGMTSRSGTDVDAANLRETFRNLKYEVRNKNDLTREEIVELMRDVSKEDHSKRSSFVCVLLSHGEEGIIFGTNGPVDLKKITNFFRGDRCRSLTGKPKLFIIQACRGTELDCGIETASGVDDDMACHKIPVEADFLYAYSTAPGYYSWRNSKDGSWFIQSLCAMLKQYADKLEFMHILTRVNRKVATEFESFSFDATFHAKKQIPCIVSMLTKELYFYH
#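 Test system: Procaspase-3 D3A mutant; medium: Zinc-free HEPES/NaCl buffer with 0.01% Triton X-100 at pH 7.4; reagent: DEVD-pNA substrate; doses: one concentration, 8.5 µM nominal, 0.8% DMSO; times: 1 h preincubation plus 2 h reaction at 25 °C; signal: Epi-absorbance at 405 nm of released p-nitroaniline, 0 and 120 min; replicates: singlicate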
# RPL19A-GFP yeast = yeast TOR pathway RPL19A-GFP modulation; S. cerevisiae RPL19A-GFP strain, flow cytometry, 3 h; stronger effect = lower value; hit rate 0.3% among 330,000; percent response vs DMSO, % at 10 µM; AID 2025;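 active = percent response vs DMSO below 50%; inconclusive = fewer than 70 events counted for the yeast strain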;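 also: median channel GFP fluorescence of the barcoded RPL19A-GFP strain; ratio of sample median GFP to plate DMSO average so 100% = DMSO; lower means less RPL19A-GFP as with rapamycin TOR inhibition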
# MEP2 TOR yeast = alters MEP2-GFP fluorescence in TOR pathway yeast screen. GFP response vs DMSO, % at 10 µM. S. cerevisiae MEP2-GFP strain, flow cytometry GFP, 3 h; 100% = DMSO control level. hit rate 0.51% among 330,000;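 active = GFP response versus DMSO above a set limit, roughly screen mean plus 3 SD, cut at about 180% in these data; inconclusive = fewer than 70 cells counted for a yeast strain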;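 also: median GFP fluorescence of the barcode-gated MEP2-GFP cells per well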
# LAP4 TOR yeast = modulators of TOR pathway LAP4-GFP in S. cerevisiae; S. cerevisiae LAP4-GFP multiplex, flow cytometry GFP, 3 h; median GFP as percent of DMSO wells; GFP response vs DMSO, % at 10 µM; hit rate 0.34% among 320,000;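 active = GFP response vs DMSO above a set limit, about the screen mean plus 3 SD, cut at about 150% in these data; inconclusive = under 70 cell events counted for the yeast strain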
# Starred values were filed as active, the others as inactive; ? = inconclusive; . = no result given; [ ] = remark or other dose.
SMILES,CIT2-GFP yeast,procasp7 counter,AGP1-GFP MLPCN,AHR activator,procasp3 activ,RPL19A-GFP yeast,MEP2 TOR yeast,LAP4 TOR yeast
N#Cc1c2c(c(Nc3ccccc3)n3c1nc1ccccc13)CCC2,102,61*,96,6,11,102,109,112
COCCCN1C(=O)C(O)=C(C(=O)c2ccc(C)o2)C1c1cccc(Br)c1 (configuration not stated),108,-31,111,-1,-16,104,110,99
COC(=O)CSc1nnc2n1C(C)(C)Cc1ccccc1-2,86,4,107,4,-4,100,104,101
Cc1nnc2sc(SCC(=O)Nc3nccs3)nn2c1=O,?,2,?,0,-2,22*[may fluoresce violet],235*[may fluoresce violet],65[may fluoresce violet]
CSc1cccc(NC(=S)N(CCC(C)C)C2CCN(C(C)C)CC2)c1,112,-18,116,7,-13,113,117,110
N#Cc1ccccc1S(=O)(=O)N1CCN(S(=O)(=O)c2ccc(Br)c(C(=O)O)c2)CC1,96,-5,93,1,0,101,103,85
S=C(NCCSCc1ccc(Cl)c(Cl)c1)Nc1ccccc1,78,1,96,-3,-2,95,99,120
CC(C)CC(=O)Nc1ccccc1N1CCCC1,101,4,99,4,-2,100,99,100
O=C(C1CCCO1)N1CCN(C(=S)Nc2cccc(F)c2)CC1 (configuration not stated),98,7,109,-5,3,94,94,105
CC(C)NC(=O)Cc1ccc(Br)cc1,95,10,105,-2,-1,102,105,108
Cc1c(CC(=O)O)c(=O)oc2c(C)c3occ(-c4ccccc4)c3cc12,93,-3,100,0,0,99,102,117
O=C1CCC(C(=O)Nc2ccccc2N2CCCC2)=NN1,105,1,107,1,6,95,99,108
C[C@H](NC(=O)C1CCN(S(=O)(=O)c2ccccc2)CC1)C(=O)NCc1ccc(Cl)cc1Cl,106,2,101,3,10,98,99,94
CCCC(=O)Nc1nc2ccc(S(=O)(=O)N3CCCCC3)cc2s1,103,11,100,11,4,100,93,93
Cc1ccc2c(c1)[C@H]1[C@H](CO2)[C@H](c2ccccc2)[C@]2(C)C(=O)Nc3ccc(Br)cc3C(=O)N12,85,3,90,5,7,90,91,99
COc1ccc(CN(C(=O)c2ccc3c(c2)OCCO3)C(C(=O)NC2CCCCC2)c2ccc3ncccc3c2)cc1 (configuration not stated),100,-7,99,0,2,96,94,97
Cc1ccc(CNCc2ccco2)cc1,107,.,111,.,.,112,101,102
COc1ccccc1CCn1c(N)c(C#N)c2nc3ccccc3nc21,105,-6,100,-7,-2,98,96,100
COc1ccc(S(=O)(=O)NC(CCSC)C(=O)NC2CCCCC2)cc1 (configuration not stated),97,3,93,1,2,99,94,98
CCOCCCNc1nc2nc3ccc(C)cn3c(=O)c2cc1C(=O)NCC1CCCO1 (configuration not stated),?,-7,?,-1,-10,?,?,?

# Whole records as entered above. Order of screens: CIT2-GFP yeast	procasp7 counter	AGP1-GFP MLPCN	AHR activator	procasp3 activ	RPL19A-GFP yeast	MEP2 TOR yeast	LAP4 TOR yeast
# COc1ccccc1CCn1c(N)c(C#N)c2nc3ccccc3nc21 in the list: 105	-6	100	-7	-2	98	96	100
# O=C(C1CCCO1)N1CCN(C(=S)Nc2cccc(F)c2)CC1 (configuration not stated) in the list: 98	7	109	-5	3	94	94	105

# The list continues:
SMILES,CIT2-GFP yeast,procasp7 counter,AGP1-GFP MLPCN,AHR activator,procasp3 activ,RPL19A-GFP yeast,MEP2 TOR yeast,LAP4 TOR yeast
Cc1n[nH]c(=O)nc1NCCc1ccccc1,99,3,98,-1,3,100,102,101
CCn1c(COc2ccc(Cl)cc2)nnc1SCc1nc2ccccc2[nH]1,94,2,98,18,2,102,100,104
CCC(=O)Nc1nc2n(n1)C(c1ccc(OC)cc1)C=C(c1ccccc1)N2 (configuration not stated),113,11,114,3,-1,107,113,98
NC(=O)C1=C[C@@H](c2csc3ccccc23)C[C@@H](OCCCCO)O1,99,-21,104,18,-13,117,107,116
O=C(COc1coc(CN2CCN(c3ccc(F)cc3)CC2)cc1=O)NCC1CCCO1 (configuration not stated),93,-1,103,0,0,94,92,113
O=C(CNC(=O)c1cccc(F)c1)OCC(=O)N1CCCc2ccccc21,92,0,88,10,-9,96,63,87
COCCn1c(SCC(=O)N2CCCC2)nc2c([nH]c3ccccc32)c1=O,.,9,81,23,8,102,96,59
Cc1ccc([C@@H]2CC=C(C(=O)O)[C@H](c3cccc(F)c3)N2S(=O)(=O)c2ccccc2C)cc1,99,-1,96,0,5,97,91,97
CC(C)CCNC(=O)NC(=O)COC(=O)C1CCN(S(=O)(=O)c2ccccc2F)CC1,93,-1,101,-4,-4,103,102,107
O=C(COC(=O)c1ccc(S(=O)(=O)N2CCCC2)cc1)Nc1cccc(Br)c1,89,0,94,0,11,92,97,90

# As a working copy, some entries already given.
SMILES,CIT2-GFP yeast,procasp7 counter,AGP1-GFP MLPCN,AHR activator,procasp3 activ,RPL19A-GFP yeast,MEP2 TOR yeast,LAP4 TOR yeast
Cc1ccc2c(c1)[C@H]1[C@H](CO2)[C@H](c2ccccc2)[C@]2(C)C(=O)Nc3ccc(Br)cc3C(=O)N12,85,3,90,5,7,90,91,99
COc1ccc(CN(C(=O)c2ccc3c(c2)OCCO3)C(C(=O)NC2CCCCC2)c2ccc3ncccc3c2)cc1 (configuration not stated),100,-7,99,0,2,96,94,97
Cc1ccc(CNCc2ccco2)cc1,107,.,111,.,.,112,101,102
COc1ccccc1CCn1c(N)c(C#N)c2nc3ccccc3nc21,105,-6,100,-7,-2,98,96,100
COc1ccc(S(=O)(=O)NC(CCSC)C(=O)NC2CCCCC2)cc1 (configuration not stated),97,3,93,1,2,99,94,98
CCOCCCNc1nc2nc3ccc(C)cn3c(=O)c2cc1C(=O)NCC1CCCO1 (configuration not stated),?,-7,?,-1,-10,?,?,?
Cc1n[nH]c(=O)nc1NCCc1ccccc1,99,3,98,-1,3,100,102,101
CCn1c(COc2ccc(Cl)cc2)nnc1SCc1nc2ccccc2[nH]1,94,2,98,18,2,102,100,104
CCC(=O)Nc1nc2n(n1)C(c1ccc(OC)cc1)C=C(c1ccccc1)N2 (configuration not stated),113,11,114,3,-1,107,113,98
NC(=O)C1=C[C@@H](c2csc3ccccc23)C[C@@H](OCCCCO)O1,99,-21,104,18,-13,117,107,116
O=C(COc1coc(CN2CCN(c3ccc(F)cc3)CC2)cc1=O)NCC1CCCO1 (configuration not stated),93,-1,103,0,0,94,92,113
O=C(CNC(=O)c1cccc(F)c1)OCC(=O)N1CCCc2ccccc21,92,0,88,10,-9,96,63,87
COCCn1c(SCC(=O)N2CCCC2)nc2c([nH]c3ccccc32)c1=O,.,9,81,23,8,102,96,59

# Remaining list, next part
SMILES,CIT2-GFP yeast,procasp7 counter,AGP1-GFP MLPCN,AHR activator,procasp3 activ,RPL19A-GFP yeast,MEP2 TOR yeast,LAP4 TOR yeast
O=C(c1ccc(Br)s1)N1CCN(c2ncccn2)CC1,88,6,85,-3,6,89,101,95
COC(=O)/C(=C/Nc1cccc2ccccc12)[N+](=O)[O-],.,-11,88,62*,-11,92,87,90
O=C(CNC(=O)c1ccccc1Br)N/N=C/c1cccnc1,98,2,97,2,2,94,99,95
COc1ccccc1C1NC(=O)NC(C)=C1C(=O)OC1CCCC(C)C1 (configuration not stated),105,-11,100,-9,-6,100,102,88
COc1ccc(-n2cc(C(=O)c3ccccc3O)cn2)cc1,101,-26,98,-4,-3,100,99,117
CCNc1nc(Cl)nc(NCCOc2ccc(C)cc2)n1,89,2,94,3,5,95,98,99
Brc1ccc(-c2nnc3ccc(Nc4ccccc4)nn23)cc1,99,11,98,24,-10,99,104,99
CN(C)CCOC1c2ccccc2C=Cc2ccccc21,101,6,102,1,2,97,90,99
O=C(NCCCNC(=O)c1cncc(O)c1)c1cncc(O)c1,105,-4,105,0,-2,101,101,99
O=C(O)C(Cc1ccccc1)N1C(=O)/C(=C/c2cccc3ccccc23)SC1=S (configuration not stated),105,-25,102,3,-10,101,98,101
O=C(Nc1ccc(F)cc1)Nc1nnc(COc2ccccc2F)s1,108,2,108,6,5,109,108,99
CCC(=O)c1ccc(OCC(=O)OCC(=O)NCCCc2ccccc2)cc1,89,6,98,-3,-3,87,94,101
CC1CCN(C(=O)C2CCN(c3ncnc4c3nc3n4CCCCC3)CC2)CC1,110,10,106,-1,3,101,104,106
CCNC(=O)c1ccc(OCC(=O)Nc2ccc(F)cc2)c(OC)c1,107,0,108,5,1,101,105,105
O=C(O)C1CC1C(=O)Nc1cc(F)ccc1F (configuration not stated),.,-3,99,0,0,90,100,101
O=C(CSc1ccccc1F)Nc1ccc2c(c1)OCO2,103,0,103,-1,3,100,106,102
NC(=S)Cc1nc(-c2ccc(Cl)cc2)cs1,85,-20,93,9,-9,92,91,136
Cc1cc(C)c(S(=O)(=O)Nc2ccc(N3CCOCC3)cc2)c(C)c1,103,-11,108,9,0,103,99,107
COc1ccc(CNC(c2ccccc2)c2ccc(Cl)cc2)cc1 (configuration not stated),88,-3,79,0,-5,92,94,82
CCOc1ccc(NC(=O)CCC(=O)NNC(=O)Nc2ccc(Cl)cc2)cc1,97,-2,94,1,-6,101,108,104
Cc1nnc(SCC2=C(C(=O)O)N3C(=O)C(NC(=O)C(C)n4nc(C(F)(F)F)cc4C)C3SC2)s1 (configuration not stated),89,-29,98,0,-19,99,93,99
O=C(NCc1ccco1)Oc1ccccc1,104,7,106,2,4,100,99,100
COc1ccc(S(=O)(=O)CCC(=O)NCCc2ccc(C)cc2)cc1,93,1,99,-2,1,94,99,102
O=C(N/C(=C/c1ccccc1)C(=O)N1CCCCC1)c1ccc(Br)o1,94,.,90,.,.,109,97,73
CCN(CC)CCN1C(=O)C(O)=C(C(=O)c2ccc(C)o2)C1c1ccccn1 (configuration not stated),106,-7,106,10,-10,100,112,106
COc1ccccc1NC(=S)N(CCc1ccc(OC)c(OC)c1)Cc1ccccn1,101,-2,95,7,-7,97,112,94
O=C(Nc1ccc(Cl)c(S(=O)(=O)N2CCOCC2)c1)c1n[nH]c(=O)c2ccccc12,96,0,95,9,0,94,90,88
CC(C)C(NC(=O)c1ccc(F)cc1)C(=O)NCC1CCCO1 (configuration not stated),97,-5,101,1,5,98,103,109
O=C(CCc1ccccc1)NNC(=O)Cc1ccc(Cl)cc1,97,6,93,-1,11,94,90,92
N#CCc1ccc(C(=O)c2ccccc2F)s1,99,-13,99,2,-3,96,98,112
COc1ccc(Cc2nc3ccc(C(=O)N(C)C(C)c4nccs4)cc3o2)cc1 (configuration not stated),105,10,106,1,0,101,110,103
CC(=O)c1cccc(NC(=O)c2ccc(N(Cc3ccccc3)S(C)(=O)=O)cc2)c1,108,6,108,5,9,105,108,106
Cc1ccc(SC(=O)c2c([N+](=O)[O-])c(C)nn2C)cc1,91,3,104,3,0,96,105,126
CC[C@H](NC(=O)c1c(C)c(-c2ccccc2)nc2ccccc12)c1ccccc1,99,-7,93,-3,11,91,95,105
